# PAFAH1B3 inh: PAFAH1B3 (human) inhibition; inhibition, % at 3.39 µM; recombinant PAFAH1B3, FP-rhodamine probe, fluorescence polarization; AID 492972; 340,000 compounds, 0.28% hits;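 active means inhibition above the screen-wide average of all tested compounds plus 3 SD, cut at about 25% in these data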;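 further: 0% = enzyme with DMSO only and 100% = wells lacking PAFAH1B3 protein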
# Target sequence (Q15102 whole entry, looked up): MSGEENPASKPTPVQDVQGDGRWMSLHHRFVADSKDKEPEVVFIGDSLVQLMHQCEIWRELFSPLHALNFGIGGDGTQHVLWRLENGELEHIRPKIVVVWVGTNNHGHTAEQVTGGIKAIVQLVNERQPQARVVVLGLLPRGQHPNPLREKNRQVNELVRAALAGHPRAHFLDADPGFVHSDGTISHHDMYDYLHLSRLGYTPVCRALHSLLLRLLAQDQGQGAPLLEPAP
# PAFAH2 FP inh: PAFAH2 (human) inhibition | Q99487 | recombinant PAFAH2, FP-rhodamine activity probe, fluorescence polarization | inhibition, % at 3.39 µM | 340,000 compounds, 0.99% hits;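 active means inhibition above the mean over all tested compounds plus 3 SD, cut at about 30% in these data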;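 further: inhibitors block probe labeling of enzyme so polarization drops; 0% = enzyme with DMSO and 100% = wells lacking PAFAH2 protein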
# PAFAH1B2 FP inh: PAFAH1B2 (human) inhibition | AID 492953 | inhibition, % at 3.39 µM | 340,000 compounds, 1.2% hits | recombinant PAFAH1B2, FP-rhodamine activity probe, fluorescence polarization | P68402;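 active means inhibition above the mean of all tested compounds plus 3 SD, cut at about 24% in these data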;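 further: 0% = enzyme with DMSO and 100% = wells lacking PAFAH1B2; many of its hits are not listed in these tables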
# Target sequence (P68402 whole entry, looked up): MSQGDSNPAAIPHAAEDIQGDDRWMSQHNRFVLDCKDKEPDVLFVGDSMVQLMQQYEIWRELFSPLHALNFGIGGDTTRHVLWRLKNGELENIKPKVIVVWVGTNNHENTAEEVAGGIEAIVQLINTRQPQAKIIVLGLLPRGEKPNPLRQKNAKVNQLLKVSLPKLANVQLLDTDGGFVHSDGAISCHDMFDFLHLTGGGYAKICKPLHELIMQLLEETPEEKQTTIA
# * = called active by the depositor. The list is partial; rates above refer to the full screens.
smiles	PAFAH1B3 inh	PAFAH2 FP inh	PAFAH1B2 FP inh
O=C1C2CC=CCC2C(=O)N1c1nccs1 (stereo not drawn)	7	-1	3
CCOC(=O)N1CCN(c2c(N3CCN(c4cccc(C)c4C)CC3)c(=O)c2=O)CC1	8	-4	0
CCN1C(=N)N(c2ccccc2)C(=O)C(CC)(CC)C1=O	3	9	4
CCCCc1c(C)nc2ccc(Br)cc2c1SC(N)N	2	2	1
COCC(=O)N1CCC(Oc2ccc(C(=O)N(C)C3CCCCC3)cc2)CC1	9	12	11
COc1cc(NCCCn2cnc3c(OCc4ccccc4)ncnc32)cc(OC)c1OC	5	3	7
O=C(O)c1ccc(CNC(=O)C2CCCN2C(=O)OCc2ccccc2)cc1 (stereo not drawn)	-1	-2	3
CCOC(=O)Nc1cccc2c1-c1ccc([N+](=O)[O-])cc1C2=O	3	-8	-2
COc1cc(NC(=O)CNc2cccc(S(=O)(=O)N3CCOCC3)c2)cc(OC)c1	5	4	4
CC1CC(C)(C)CC2(C1)NC(=O)N(CC(=O)Nc1cc(C(F)(F)F)ccc1N1CCCCC1)C2=O (stereo not drawn)	2	-1	5
COc1ccc(C)cc1-n1c(=O)c2ccccc2c2ccccc2c1=O	8	3	-1
Cc1nc2ncccn2c1-c1csc(Nc2ccc(O)cc2)n1	5	13	4
Nc1cc(Cc2ccccc2)ccc1O	-3	1	12
CC1(C)COC(c2ccc3c(c2)OCO3)OC1	2	-2	2
COc1ccccc1NS(=O)(=O)c1ccc(NC(=O)c2ccccn2)cc1	-2	6	4
O=C(N/N=C/c1ccc(Cl)c([N+](=O)[O-])c1)c1ccc2c(c1)OCCO2	-17	2	-9
O=C(O)C1CSC(c2ccc(O)c([N+](=O)[O-])c2)N1 (stereo not drawn)	1	8	-2
Nc1nc(SCc2ccccc2[N+](=O)[O-])c2ncn(Cc3ccccc3)c2n1	5	4	5
O=C(Nc1cc(Br)ccc1O)c1cc(-c2ccccc2)on1	-6	-20	-11
O=C(NCc1cccc(C(F)(F)F)c1)c1ccc2c(c1)OCO2	7	-1	-4
COc1ccc(-n2nc(C(=O)N3CCN(c4ccc(F)cc4)CC3)c3ccccc3c2=O)c(OC)c1	1	4	-3
S=C(NCc1cccc(Cl)c1)NCc1ccco1	-3	6	-2
O=C(NCCCCc1ccccc1)c1cccc(NC(=O)C2CCC2)c1	1	0	2
Cc1ccc(NC(=O)c2ncn(CCCNCc3ccccc3)n2)cc1C	9	-4	5
COC(=O)Cn1c2nc3ccccc3nc2c2cccc(C)c21	10	1	5

# Next section.
smiles	PAFAH1B3 inh	PAFAH2 FP inh	PAFAH1B2 FP inh
C/C(=N/NS(=O)(=O)c1ccc(C)cc1C)c1c[nH]c2ccccc12	9	8	9
CC(NC(=O)CN1C(=O)NC(C)(C2CC2)C1=O)c1ccc(F)cc1 (stereo not drawn)	2	9	3
CC(=O)Nc1cc(-c2nc3ccccc3o2)ccc1Cl	9	-1	-2
Cc1ccc(S(=O)(=O)Oc2ccccc2-c2ccccc2)cc1	5	-1	14
O=C(COC(=O)c1n[nH]c2ccccc12)Nc1cccc(S(=O)(=O)N2CCOCC2)c1	10	50*	-2
Oc1cccc2oc(=S)[nH]c12	6	-1	3
COc1cccc(C(=O)C(=O)c2cccc(OC)c2OC)c1OC	1	-3	1
CC1(C)COC(=S)N1CCC#N	9	-9	-4
O=C(CCNC(=O)c1ccccc1Cl)NCC1COc2ccccc2O1 (stereo not drawn)	9	0	3
O=C(NCCc1cccc(F)c1)C1CCC(=O)N(C2CCCCCC2)C1 (stereo not drawn)	9	6	0
CC12CCC(C)(O1)C1C(=O)N(c3nccs3)C(=O)C12 (stereo not drawn)	5	-1	-1
O=c1ccn(Cc2ccccc2)c(SCc2ccccc2)n1	2	-1	2
Nn1c(SCC(=O)Nc2ccccc2Oc2ccccc2)nnc1C1CC1	8	3	1
Cc1cc(C(=O)Nc2ccncc2)c(C)o1	9	7	3
CCN(c1ccccc1)S(=O)(=O)c1ccc(C(=O)NCC(c2ccccc2OC)N2CCCC2)cc1 (stereo not drawn)	3	2	5
COc1ccc(CCN(C)CC(O)COC(c2ccc(F)cc2)c2ccc(F)cc2)cc1OC (stereo not drawn)	2	2	7
CCN(C(=O)COC(=O)/C=C/c1ccc(C)o1)c1c(N)n(Cc2ccccc2)c(=O)[nH]c1=O	3	4	0
CC(=O)Nc1ccc2c(c1)C(=Nc1ccccc1)c1ccccc1-2	4	-12	1
Cc1ccc(S(=O)(=O)N2CCOCC2)cc1NC(=O)COC(=O)c1cccc(Cl)c1Cl	-1	41*	3
CC(=O)N(C)c1cc([N+](=O)[O-])ccc1OCc1ccccc1	7	5	6
C(=C\c1sc(Nc2ccccc2)n[n+]1-c1ccccc1)/c1ccccc1	0	7	0
Cc1ccc(CONC(=O)c2ccccc2Cl)cc1	3	-5	3
CCN(CC)c1ccc(NC(=S)Nc2ccc(F)cc2)cc1	7	6	8
COc1ccccc1CNC(=O)COC(=O)C1CCN(S(=O)(=O)c2c(Cl)cccc2Cl)CC1	6	-12	3
O=C(COC(=O)c1ccccc1)Nc1cccc(S(=O)(=O)N2CCCCC2)c1	4	40*	2

# Continued.
smiles	PAFAH1B3 inh	PAFAH2 FP inh	PAFAH1B2 FP inh
CN(C(=O)c1cccc(NC(=O)Cc2ccc(NC(=O)C3CCN(C(=O)CCc4ccccc4)CC3)cc2)c1)C1CCC1	10	-5	11
Cn1c(=O)cc(N)n(-c2ccccc2)c1=O	8	-3	5
O=c1[nH]c(=O)n(CCCc2ccccc2)cc1-c1ccccc1	13	4	-2
CCC(=O)Nc1nnc(C)s1	4	-2	4
CN1C[C@@H]2[C@@H]3C(=O)N(Cc4ccccc4)C(=O)[C@@H]3[C@](C)(C1=O)N2C(=O)c1ccccc1	0	5	9
CCCCSCCCNC(=O)C1CCC(CNS(=O)(=O)c2ccc(NC(C)=O)cc2)CC1 (stereo not drawn)	0	12	4
O=C1NC(=S)SC1=Cc1cccs1	16	0	2
COCCN(C(=O)Cc1csc(-c2cccc(Cl)c2)n1)c1c(N)n(Cc2ccccc2)c(=O)[nH]c1=O	8	3	9
CC(C)C[C@@H](CN)NC(=O)c1nc[nH]c1C(=O)N[C@@H](C)C(=O)CNC[C@H](C)NC(=O)c1nc[nH]c1C(=O)N[C@@H](Cc1ccccc1)C(=O)O	0	5	7
CCC(=O)NCCc1nc2cc(NC(=O)c3cccc([N+](=O)[O-])c3)ccc2n1C	1	5	2
N#Cc1c(C(F)(F)F)cc(=O)n2c1[nH]c1ccccc12	19	7	6
CC1(CCOCc2ccccc2)NC(=O)NC1=O (stereo not drawn)	9	-2	2
CC1Cc2ccccc2N1S(=O)(=O)c1cccc(C(=O)NCC(c2ccco2)N2CCCC2)c1 (stereo not drawn)	6	6	10
COc1cccc(NC(=S)N2CCN(S(C)(=O)=O)CC2)c1	-5	0	9
CC(C)n1cc2c(N)ncnc2n1	3	-8	7
COc1cc(NS(=O)(=O)c2ccc3[nH]c(=O)[nH]c3c2)cc(OC)c1	10	-1	5
COc1ccc(C(=O)NC2CC2)cc1OC1CCN(Cc2ccc(NC(C)=O)cc2)CC1	5	-6	3
COc1ccc(N(CC(=O)NCc2ccc3c(c2)OCO3)S(=O)(=O)c2ccc(O)c(C(=O)O)c2)cc1	13	6	5
CCCOc1ccccc1/C=C1\SC(N)=NC1=O	3	7	2
COc1ccc(C=NNC(=O)NN=Cc2ccc(OC)c(OC)c2)cc1OC	1	1	1
O=CN1CCN(C(=O)c2ccc3c(c2)OCO3)CC1	-3	9	-7
CC(C)=CCc1ccc(O)c(=O)cc1C(C)C	7	-3	8
O=C(C1CCN(S(=O)(=O)c2ccccc2F)CC1)N1CCCC1	2	9	-2
CC(=O)Nc1cccc2cc(O)ccc12	12	2	2
OC1COC(c2ccccc2)OC1C1OC(c2ccccc2)OCC1O (stereo not drawn)	6	3	-4

# Other entries follow:
smiles	PAFAH1B3 inh	PAFAH2 FP inh	PAFAH1B2 FP inh
CC(=NNC(=S)N1CCC1)c1ccccn1	0	3	-3
O=c1ccc2[n+]([O-])c3ccc(O)cc3oc-2c1	149*	155*	136*
O=C(COC(=O)c1ccc(-n2cnnn2)cc1)c1ccc(Br)cc1	-2	-2	-2
S=C(c1ccc2c(c1)OCO2)N1CCN(c2cccc(Cl)c2)CC1	2	7	5
Cc1cc(C(=O)Cn2cnc3ccc(Cl)cc3c2=O)c(C)n1C1CC1	4	0	-1
CCn1c(/C=C/c2ccc(O)c(O)c2)nc2ccccc2c1=O	7	3	2
COc1cc(C(=O)NC2CCN(C)CC2)ccc1Nc1ncc2c(n1)N(Cc1ccccc1)CCC(=O)N2C	3	-2	0
Oc1cc2c(cc1C(c1ccc(Br)cc1)N1CCCC1)OCO2 (stereo not drawn)	-6	14	10
O=C1N=C2N(CCN3CCCCC3)c3ccccc3N2/C1=C\c1ccc([N+](=O)[O-])s1	2	0	-7
CC(=O)Nc1ccc(S(=O)(=O)N2CCN(C(=O)c3ncoc3-c3ccccc3)CC2)cc1	-3	-11	-7
O=C(O)c1cc2ccccc2cn1	6	1	0
Cc1ccc(S(=O)(=O)N(CC(=O)Nc2cccc([N+](=O)[O-])c2)C(=O)N2CCN(C)CC2)cc1	3	0	2
O=[N+]([O-])c1ccc(NS(=O)(=O)c2ccccc2)c(Cl)c1	4	6	2
CC[C@H]1c2[nH]c3ccc(C(C)C)cc3c2[C@@H]2CCN3C(=O)CCC[C@H]1[C@H]23	0	-4	5
CC(=O)n1nc(-c2ccc(C)cc2)nc1NCc1ccco1	8	2	2
CN(C)/C=C(/C(=O)c1ccccc1Cl)S(C)(=O)=O	4	3	4
COc1ccc(N2CCCn3c2nc2c3c(=O)n(Cc3ccc(F)cc3)c(=O)n2C)c(OC)c1	0	4	1
COc1ccc(NC(=O)c2ccc(NC(=O)c3nc4nc(C)cc(C)n4n3)cc2)cc1	0	4	5
COc1cc(CCC(=O)N2CCN(c3ccccc3Cl)CC2)cc(OC)c1OC	2	3	2
Cc1ccc(O)c(C(=O)c2cnn(C(=O)c3cccc(S(=O)(=O)N(C)C)c3)c2)c1	9	5	7
Cc1ccc(S(=O)(=O)N2CCN(C(=O)COC(=O)CCOc3ccccc3C)CC2)c(C)c1	-4	11	2
CCOc1cc(/C=N/Nc2cccc(C(=O)O)c2)ccc1OC(=O)c1ccccc1	5	6	11
CCOc1ccccc1N(C(=O)c1snc(C(N)=O)c1N)C(C(=O)NCc1ccccc1)c1ccc(O)cc1 (stereo not drawn)	-4	-3	2
O=C(Cc1ccccc1)c1ccccn1	-5	-1	-1
O=C(NCc1ccccc1)c1cccc(NC(=O)C2CCCC2)c1	2	-1	7

# Quoted at random: 2 compounds from above
smiles	PAFAH1B3 inh	PAFAH2 FP inh	PAFAH1B2 FP inh
O=C(Cc1ccccc1)c1ccccn1	-5	-1	-1
Cc1cc(C(=O)Cn2cnc3ccc(Cl)cc3c2=O)c(C)n1C1CC1	4	0	-1

# Five compounds from above with just PAFAH1B2 FP inh and PAFAH1B3 inh:
canonical_smiles | PAFAH1B2 FP inh | PAFAH1B3 inh
Cc1cc(C(=O)Cn2cnc3ccc(Cl)cc3c2=O)c(C)n1C1CC1 | -1 | 4
CCn1c(/C=C/c2ccc(O)c(O)c2)nc2ccccc2c1=O | 2 | 7
COc1cc(C(=O)NC2CCN(C)CC2)ccc1Nc1ncc2c(n1)N(Cc1ccccc1)CCC(=O)N2C | 0 | 3
Oc1cc2c(cc1C(c1ccc(Br)cc1)N1CCCC1)OCO2 (stereo not drawn) | 10 | -6
O=C1N=C2N(CCN3CCCCC3)c3ccccc3N2/C1=C\c1ccc([N+](=O)[O-])s1 | -7 | 2

# Further structures:
smiles	PAFAH1B3 inh	PAFAH2 FP inh	PAFAH1B2 FP inh
COc1ccc(CC(=O)OCC(=O)N2CCN(S(=O)(=O)c3ccc(C)cc3C)CC2)cc1OC	7	-20	5
Brc1ccc2oc3c(N4CCOCC4)ncnc3c2c1	10	4	1
CCc1c(C)[nH]c(C(=O)OCc2ccccc2)c1C	7	7	-1
CCC(NC(=S)NC1CCCCC1)c1ccc(C(C)C)cc1 (stereo not drawn)	2	-4	11
N#CCCN(NC(=O)OCc1ccccc1)C(=O)OCc1ccccc1	9	5	-5
Cc1ccc(COC(=O)c2cccc(S(=O)(=O)N3CCCCC3)c2)cc1	2	-4	1
CCn1nnnc1NCc1ccc(SC)cc1	2	0	2
COc1ccc(/C=C2\Cc3ccccc3C2=O)cc1OC	1	3	10
CS(=O)(=O)Nc1ccc(C(=O)CSc2nnc(C3CC3)n2C2CC2)cc1	10	0	0
CC1CCCN(CCCOc2ccccc2-c2ccccc2)C1 (stereo not drawn)	3	-3	1
O=C(O)c1cccc2c1C(=O)c1cc([N+](=O)[O-])ccc1-2	11	4	-4
O=C(Cn1cnc2scc(-c3ccc(F)cc3)c2c1=O)NCC(c1ccco1)N1CCCC1 (stereo not drawn)	1	0	0
CC(=O)Nc1ccc(Cl)cc1-c1ccccc1	5	1	8
O=c1c2ccccc2ncn1CCc1ccncc1	5	15	4
O=C(COc1cccc(Cl)c1)Nc1nc(-c2ccc(S(=O)(=O)N3CCOCC3)cc2)cs1	-36	-50	-16
CC(=O)Nc1ccc(NC(=O)CSc2nc(=O)n(Cc3cccnc3)c3c2CCC3)cc1	1	1	7
CC(=NNC(=O)c1ccncc1)c1ccccc1Cl	6	2	2
CCOC(=O)C1(Cc2ccccc2)CCCCCC1=O (stereo not drawn)	5	1	-4
O=C(c1cccnc1)n1nc(-c2ccco2)nc1NCc1cccs1	1	4	8

# Bioassay records as filed in PubChem.
